# HEK293 NOD2/NF-kB: NOD2 signaling inhibitors, cell-based, luminescence, uHTS, HEK293 (AID 1566); HEK293 NOD2/NF-kB luciferase reporter, luminescence; higher % means a stronger effect; one-dose inhibition, % at 4 µM; EC50 in µM for titrated hits; 290,000 tested, 0.63% active; also: many of its hits are not listed in these tables
# AID2073: inhibitors of Mint1-CaV2.2 protein interaction, biochemical, HTRF (AID 2073). 290,000 tested, 0.19% active. inhibition, % at 20 µM, or IC50 in µM where a hit was titrated. HTRF protein-protein interaction, Mint1-CaV2.2; higher % means a stronger effect; in the data active = inhibition mostly above about 51%, no sharp cut-off; also: some results filed as inactive read as strong as hits
# GPR55 activation: GPR55 agonists via beta-arrestin recruitment, primary screen, imaging, U2OS cells, beta-arrestin-GFP redistribution (AID 1961). U2OS GPR55 beta-arrestin-GFP redistribution imaging; higher % means a stronger effect. one-dose activation, % at 10 µM; EC50 in µM for titrated hits. 290,000 tested, 0.048% active;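 active = activation above 40% with more than 50 cells counted in the well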;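 also: U2OS osteosarcoma cells stably expressing GPR55 and beta-arrestin-GFP; plate controls were DMSO negative control for no effect and LPI positive control for full effect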
# M17LAP inhibition: P. falciparum M17LAP inhibitors, primary screen, biochemical, fluorogenic H-Leu-NHMec substrate, 1536-well (AID 1619). recombinant M17LAP, H-Leu-NHMec fluorogenic kinetic assay; higher % means a stronger effect. inhibition, % at 30 µM, or IC50 in µM where a hit was titrated. 220,000 tested, 0.38% active;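 active = compound inhibiting the enzyme by more than half at any dose during confirmatory dose-response retesting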;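 also: plate controls were full reaction with DMSO carrier for no effect and no enzyme background for full effect; strong numbers were not always called active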
# NOD1 NF-kB reporter: NOD1 signaling inhibitors, primary screen, cell-based, luminescence, uHTS (AID 1578) | 290,000 tested, 1% active | one-dose inhibition, % at 4 µM; EC50 in µM for titrated hits | NOD1-driven NF-kB luciferase reporter cells, luminescence; higher % means a stronger effect; in the data active = inhibition mostly above about 36%, no sharp cut-off; inactive = mostly below about 34%;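 also: HEK-293T reporter cells stimulated with the NOD1 agonist gamma-tri-DAP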
# Dynein transport: blocks dynein driven cargo transport along microtubules; 3617.4 mouse cells, GR-EGFP nuclear translocation imaging; test concentration mostly 20 µM; stimulated with dexamethasone, 1 µM; active compounds read low; z-score, hits read low; 220,000 tested, 0.47% active; AID 1381;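 active = plate z-score of nuclear minus cytoplasmic receptor signal below a set negative limit, without overly bright fluorescence or cell loss, cut at about -3.5 in these data, passing the limit was not always enough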;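 also: z-score of nuclear minus cytoplasmic ring GR-EGFP intensity difference per well; some compounds called inactive have numbers as strong as hits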
#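 Buffer or medium: tet-free, stripped-serum medium; reagent: dexamethasone at 1.0 µM final, 30 min; incubation: 48 h induction, 1 h compound, 30 min dex at 37 °C; measured by: formaldehyde fixation, Hoechst nuclear stain, 10x automated fluorescence imaging; read-out: nuclear-to-cytoplasmic GR-EGFP distribution per well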
# KOR beta-arrestin-1: KOR agonists, beta-arrestin recruitment, primary screen, cell-based, luminescence, uHTS (AID 1777); KOR beta-arrestin recruitment, luminescence; higher % means a stronger effect; 280,000 tested, 0.02% active; one-dose activation, % at 10 µM; EC50 in µM for titrated hits; in the data active = activation above about 50%, passing the limit was not always enough; also: a part of the inactive calls stands beside numbers as strong as those of hits
# KOR beta-arrestin-2: kappa opioid receptor blockers – cell-based, luminescence, uHTS (AID 1778) | 290,000 tested, 0.091% active | KOR beta-arrestin recruitment, luminescence, antagonist mode; higher % means a stronger effect | one-dose inhibition, % at 10 µM; IC50 in µM for titrated hits; also: strong numbers were not always called active
# P. falciparum M1AAP: P. falciparum M1AAP inhibitors, biochemical, fluorogenic H-Leu-NHMec substrate, 1536-well (AID 1445). recombinant M1AAP, H-Leu-NHMec fluorogenic kinetic assay; higher % means a stronger effect. one-dose inhibition, % at 30 µM; IC50 in µM for titrated hits. 220,000 tested, 0.42% active;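 active = primary inhibition above the hit cutoff, then over 50% inhibition at one or more dose response concentrations, cut at about 23% in these data, passing the limit was not always enough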;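 also: plate controls were DMSO full reaction for no effect and no enzyme background for full effect; strong numbers were not always called active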
# Dynein transport cytoplasmic EGFP: recorded beside Dynein transport, whose call it bears; z-score; measured here: cytoplasmic GR-EGFP intensity; active compounds read high
# Dynein transport nuclear GR-EGFP: recorded beside Dynein transport, whose call it bears; z-score; measured here: nuclear GR-EGFP intensity;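 lower value marks the stronger effect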
# Dynein transport cell count: recorded beside Dynein transport, whose call it bears; z-score; measured here: cell count per field
# * marks the source's active call; other numbers are inactive results; . = no result given; [ ] = another dose, or the depositor's remark. Rule as the data show it, unless noted: active = inhibition above about 50%; inactive = the rest. Not all compounds are listed (hit frequency here may not be typical).
SMILES,HEK293 NOD2/NF-kB,AID2073,GPR55 activation,M17LAP inhibition,NOD1 NF-kB reporter,Dynein transport,Dynein transport cytoplasmic EGFP,Dynein transport nuclear GR-EGFP,Dynein transport cell count,KOR beta-arrestin-1,KOR beta-arrestin-2,P. falciparum M1AAP
O=[N+]([O-])c1ccc(NCc2ccc(Cl)cc2)c2ccncc12,48.3%,5.6%,-0.1%,.,37.0%*,.,.,.,.,3.1%,-2.8%,.
CCn1ccnc1CN1CCCC(C(=O)c2cc(F)ccc2OC)C1 (stereo unspecified),1.3%,9.2%,0.2%,4.0%,11.7%,1.14,-0.29,0.321,-0.222,6.4%,-40.1%,4.7%
Cc1ccc(-c2cc(-c3ccc(C)cc3)[n+](C)o2)cc1,33.5%,4.3%,-0.2%,-8.4%,26.6%,-1.21,0.875,-0.841,1.15,1.3%,-19.2%,-2.0%
CCOC(=O)c1c(-n2c(C)cc(/C=C3\C(=O)NC(=O)N(C)C3=O)c2C)sc2c1CCCC2,12.2%,11.7%,-0.1%,-9.1%,27.4%,0.158,-0.199,0.39,0.439,9.9%,0.4%,6.8%
CC(C)=CCC12CN3CCN(CC(C3)C1=O)C2,5.0%,4.5%,0.2%,3.8%,-19.0%,1.14,-0.244,0.705,-0.634,1.2%,-42.5%,1.1%
COc1ccc(C2SCC(=O)Nc3c2c(=O)[nH]n3C2CCCCCC2)cc1 (stereo unspecified),-9.2%,-4.9%,0.7%,5.8%,-4.6%,-0.461,-0.184,0.0157,-0.195,4.2%,-19.9%,14.3%
O=C1NC(=S)NC(=O)C12C(c1ccc(F)cc1)NC(=S)NC2c1ccc(F)cc1 (stereo unspecified),8.4%,10.6%,-0.1%,70.3%,-12.9%,-1.1,-0.361,-0.589,0.391,-11.0%,-6.7%,17.3%
Cn1cc(C(O)CN2CCCCC2)c2ccccc21 (stereo unspecified),7.7%,15.8%,-0.1%,.,22.5%,.,.,.,.,.,-24.1%[20 µM],.
CN1c2ccccc2Oc2ccccc21,13.9%,-9.7%,-0.2%,-19.2%,-9.7%,0.708,-0.124,0.554,-1.32,-1.6%,-8.5%,6.6%
FC(F)(F)c1ccc(CNCCc2c[nH]c3ccccc23)cc1,-22.0%,3.3%,-0.2%,.,-38.6%,.,.,.,.,-2.3%,-3.4%,.
COCCn1c(C)cc(C(=O)CSc2ncnc3sc4c(c23)CCC4)c1C,8.39µM*,-16.2%,-0.1%,0.1%,10.7µM*,-0.154,-0.224,0.00441,0.598,5.8%,-122.8%,-2.0%
CN(C)c1ccc(NC(=O)CN2C(=O)CN=C(c3ccccc3)c3cc(Cl)ccc32)cc1,7.9%,-10.6%,-0.2%,6.7%,5.5%,3.02,-0.0635,2.18,-1.01,-5.1%,8.6%,3.4%
COc1ccc(-n2c(CN3CCOCC3)nc3ccccc3c2=O)c(OC)c1,-11.4%,-5.0%,-0.1%,.,-25.6%,.,.,.,.,0.5%,-33.9%[20 µM],.
CC(=O)OC1N=C(c2ccc(Cl)cc2)c2cc(Br)ccc2NC1=O (stereo unspecified),17.2%,1.8%,-0.1%,-1.7%,2.4%,-0.0844,-0.204,-0.191,-0.355,3.3%,-24.5%,1.8%
O=C1N(c2nncs2)CCN1[N+](=O)[O-],4.2%,3.8%,-0.2%,2.3%,-0.7%,-0.369,-0.0157,-0.212,0.802,0.3%,12.8%,3.4%
COc1c(C)cc(C(=O)C2CCCN(Cc3ccccn3)C2)cc1C (stereo unspecified),-3.6%,-11.4%,-0.1%,3.2%,-0.8%,1.41,-0.0557,1.05,-1.74,.,4.5%[20 µM],2.6%
CC(=NCCN(C)C)c1c(O)n(Cc2ccccc2)c(=O)[nH]c1=O,-16.5%,-3.2%,0.3%,5.7%,-11.8%,-0.0197,-0.218,-0.0759,0.488,0.0%,-4.1%,8.0%
C=CCn1c(O)c(C(C)=Nc2ccc(C(=O)O)cc2)c(=O)[nH]c1=O,5.3%,-4.4%,1.4%,5.2%,6.6%,-0.529,-0.237,-0.256,0.703,-3.2%,14.9%,5.2%
C[N+]1(C)C2CCC1CC(OC(=O)c1ccco1)C2 (stereo unspecified),-3.6%,-7.1%,-0.1%,-16.1%,0.1%,0.536,-0.228,0.87,-0.607,2.6%,12.8%,8.8%
COc1ccc(C2=NCC(=S)Nc3ccc(Cl)cc32)cc1Cl,6.7%,10.7%,-0.1%,-2.3%,-17.1%,1.88,-0.0976,0.948,-0.502,-2.3%,12.4%[20 µM],-3.5%
N#CC(CCN1CCOCC1)(c1ccccc1)c1ccccc1,4.9%,2.8%,-0.2%,.,-35.4%,.,.,.,.,8.7%,-11.9%,.
CCn1c(O)c(/C(C)=N/N2CCCCC2c2cccnc2)c(=O)[nH]c1=S (stereo unspecified),5.9%,-12.0%,0.1%,16.4%,14.7%,-0.105,-0.229,-0.0759,0.368,0.1%,-6.9%,3.8%
CC1=C(C(=O)OC(C)C)[C@]2(C(=O)N(CC(N)=O)c3ccccc32)C(C#N)=C(N)O1,18.7%,11.5%,-0.1%,5.7%,-3.8%,-0.223,-0.191,-0.102,0.658,-4.5%,4.1%,-2.5%
N=c1ccccn1Cc1ccccc1,5.4%,8.3%,-0.3%,0.1%,-11.7%,0.122,-0.265,-0.0157,-0.227,-5.5%,30.1%,1.9%
CSc1ccc(CN2CCN(c3ccccc3C)CC2)cc1,-8.5%,6.5%,0.7%,.,-10.9%,.,.,.,.,3.1%,-30.7%[20 µM],.

# Exported with values under each structure: entries from further up.
# Values run as follows: HEK293 NOD2/NF-kB, AID2073, GPR55 activation, M17LAP inhibition, NOD1 NF-kB reporter, Dynein transport, Dynein transport cytoplasmic EGFP, Dynein transport nuclear GR-EGFP, Dynein transport cell count, KOR beta-arrestin-1, KOR beta-arrestin-2, P. falciparum M1AAP
CC(=O)OC1N=C(c2ccc(Cl)cc2)c2cc(Br)ccc2NC1=O (stereo unspecified)
 : 17.2%, 1.8%, -0.1%, -1.7%, 2.4%, -0.0844, -0.204, -0.191, -0.355, 3.3%, -24.5%, 1.8%
O=C1N(c2nncs2)CCN1[N+](=O)[O-]
 : 4.2%, 3.8%, -0.2%, 2.3%, -0.7%, -0.369, -0.0157, -0.212, 0.802, 0.3%, 12.8%, 3.4%

# The list continues:
SMILES,HEK293 NOD2/NF-kB,AID2073,GPR55 activation,M17LAP inhibition,NOD1 NF-kB reporter,Dynein transport,Dynein transport cytoplasmic EGFP,Dynein transport nuclear GR-EGFP,Dynein transport cell count,KOR beta-arrestin-1,KOR beta-arrestin-2,P. falciparum M1AAP
CC(=NCc1cccnc1)c1c(O)n(Cc2ccccc2)c(=O)[nH]c1=O,15.1%,10.0%,0.3%,4.6%,-8.6%,-0.539,-0.139,-0.0413,-0.0111,1.4%,28.7%,4.6%
CCn1c(O)c(C=Nc2ccc(N3CCOCC3)c(Br)c2)c(=O)n(CC)c1=S,29.2%,36.7%,0.3%,3.4%,-6.9%,-0.307,0.115,-0.191,-0.0648,5.0%,-15.4%,7.6%
O=C1N(c2ccc(Cl)cc2)C(c2cccnc2)N2CCCN12 (stereo unspecified),-7.2%,-5.6%,-0.7%,3.9%,-18.9%,0.966,-0.386,0.0128,-0.94,0.1%,19.9%,-3.1%
C[C@H]1[C@H](OC(=O)CCC(=O)NCc2ccc(C(=O)O)cc2)O[C@@H]2O[C@@]3(C)CC[C@H]4[C@H](C)CC[C@@H]1C24OO3,26.4%,8.5%,-0.1%,.,28.6%,.,.,.,.,-5.8%,23.8%,.
O=c1c2ccccc2nc(CSc2ncnc3nc[nH]c23)n1-c1ccccc1Cl,9.5%,4.6%,1.5%,8.8%,-12.9%,0.175,-0.294,0.0422,0.737,5.5%,1.1%,2.9%
CCN(CC)P(=S)(c1c(C)nc2ccccn12)c1c(C)nc2ccccn12,0.4%,11.3%,-0.7%,6.5%,-23.4%,0.669,-0.3,0.512,-0.178,-2.4%,21.8%,3.1%
CCC1CCCCN1S(=O)(=O)c1ccc(NC(=O)c2ccncc2)cc1 (stereo unspecified),.,18.6%,0.8%,.,5.51µM*,.,.,.,.,10.7%,-15.6%,.
COc1cc(OC)c(OC)cc1CNC(C)C(O)c1ccccc1 (stereo unspecified),-2.8%,-10.4%,-0.2%,0.8%,-26.5%,0.0833,-0.202,0.481,0.453,-10.0%,-20.0%,9.0%
CC(=O)NC1C(OC(=O)Cc2ccccc2)OC(COC(C)=O)C(OC(C)=O)C1OC(C)=O (stereo unspecified),-0.1%,6.4%,-0.1%,-0.6%,30.5%,-0.502,-0.313,0.463,0.218,0.4%,3.6%,7.3%
CCOC(=O)c1c(N)n(CCN2CCOCC2)c2nc3ccccc3nc12,-5.1%,14.1%,0.2%,-214.3%,-3.6%,0.538,-0.204,0.375,0.321,1.5%,-4.6%,6.8%
CC1C(c2cccs2)=[N+]([O-])C(C)(C(=O)c2cccs2)N1O (stereo unspecified),18.1%,1.0%,-0.3%,19.3%,-4.8%,2.06,-0.245,0.779,-1.13,5.2%,14.6%,0.8%
O=C(COc1ccc2ccccc2c1)N1CCN(CC2CC3C=CC2C3)CC1 (stereo unspecified),17.3%,-7.8%,-0.2%,7.5%,18.7%,1.38,-0.166,-0.49,0.189,-2.3%,-6.6%,-2.7%
CCCCn1c(=O)c(C=Nc2cc([N+](=O)[O-])ccc2OC)c(O)n(CCCCl)c1=O,-3.7%,-13.7%,0.4%,7.3%,-27.2%,-0.516,-0.292,-0.197,0.319,5.7%,-33.1%,4.4%
O=C(CCc1ccccc1)N1C[C@H]2C[C@@H](C1)c1cccc(=O)n1C2,10.9%,1.5%,0.5%,.,-20.0%,.,.,.,.,-3.6%,-28.8%[20 µM],.
CN1C(=O)C(=Cc2ccc(OCC(=O)Nc3ccccc3)cc2)C(=O)N(C)C1=O,-11.4%,7.5%,0.3%,.,-41.8%,.,.,.,.,8.0%,-17.8%,.
CC(C)c1ccc(N2C(=O)NC(=O)/C(=C/C=C/c3ccco3)C2=O)cc1,4.9%,18.2%,28.5%,10.1%,56.9%,-0.068,-0.0655,0.089,-0.41,0.8%,29.8%,20.4%
Cc1cc(OCC(=O)NC2CCS(=O)(=O)C2)c2c3c(c(=O)oc2c1)CCC3 (stereo unspecified),11.4%,18.5%,-0.2%,-7.6%,-16.8%,0.808,-0.251,0.682,0.803,26.7%,-0.1%,7.3%
